PABP1 MLLE inh: inhibitors of PABP1 MLLE–PAM2 peptide binding, primary screen, biochemical, fluorescence polarization, FITC-PAM2, GST-MLLE; Polyadenylate-binding protein 1 (Homo sapiens), P11940; inhibition, % at 20 µM; actives 0.36% (n = 360,000); AID 588489, 2011; in the data active = inhibition above about 35%, passing the limit was not always enough;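 note: plate controls were DMSO wells with GST-MLLE for no effect and wells lacking GST-MLLE protein for full effect; some results filed as inactive read as strong as hits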
SKN-1 block: suppressors of acrylamide-induced Pgst-4::GFP reporter in worms, primary screen, SKN-1 inhibitor project, whole organism, uHTS, GFP/RFP fluorescence ratio, strain VP596; C. elegans VP596 Pgst-4::GFP/RFP ratio, 24 h; inhibition, % at 21.8 µM; actives 0.49% (n = 360,000);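 active = interference check ratio from 0.5 to 1.5 plus GFP to RFP signal ratio inhibition reaching or exceeding a fixed threshold, cut at about 30% in these data, passing the limit was not always enough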; note: some compounds called inactive have numbers as strong as hits
MsrA inhibitor: bovine MsrA enzyme inhibitors, primary screen, biochemical, absorbance, HTS; Methionine sulfoxide reductase A (Bos taurus); purified bovine MsrA, absorbance read-out; inhibition, % at 15.5 µM; actives 0.75% (n = 360,000); in the data active = inhibition above about 4.5%;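 note: 0% = vehicle wells with enzyme and 100% = reference inhibitor wells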
MT1-MMP act inh: blockers of MT1-MMP proenzyme processing, primary screen, HT1080 RFP-PRO-GFP cells, GFP/RFP fluorescence | Matrix metalloproteinase-14 (Homo sapiens), P50281 | actives 0.061% (n = 360,000) | AID 651647, 2012 | GFP/RFP ratio fluorescence, overnight; percent of plate control window, DMSO zero | GFP/RFP ratio change, % at 20 µM;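 active = GFP/RFP ratio change of at least 30% with cell ATP level not reduced by more than half and red fluorescence within 50% of control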; note: strong numbers were not always called active
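Assay system – RFP-PRO-GFP reporter HT1080 cells · Compound dosing – single dose of 20 µM compound, 1% DMSO final · Incubation – overnight compound exposure at 37 °C · Measure – GFP/RFP fluorescence ratio · Benchmarks – DMSO wells and RFP-L50D-GFP cells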
TbMetRS inhib: T. brucei MetRS inhibitors, primary screen, biochemical, luminescence; inhibition, % at 11.9 µM; methionyl-tRNA synthetase (Trypanosoma brucei brucei); AID 624268, 2012; purified T. brucei MetRS, ATP depletion, Kinase-Glo luminescence; actives 0.4% (n = 360,000);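 active = inhibition above a per-plate cutoff of the control wells' mean inhibition plus 3 SD, cut at about 5.5% in these data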;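 note: 0% = DMSO wells median and 100% = median of wells with control inhibitor compound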
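technique = Kinase-Glo luminescence, ATP depletion format | system = purified MetRS (methionyl-tRNA synthetase) enzyme from Trypanosoma brucei | timing = 15 min preincubation, 2 h reaction, all 25 °C | evaluation = percent inhibition versus plate control medians | dosing = single dose, 11.9 µM final nominal, 0.9% final DMSO | also added = substrates ATP, L-methionine and bulk Escherichia coli tRNA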
E coli Lon inh: inhibitors of E. coli Lon protease, primary screen, biochemical, fluorescence polarization; AID 602123, 2011; inhibition, % at 7.94 µM; actives 0.42% (n = 360,000); purified E. coli Lon protease; in the data active = inhibition above about 13%, passing the limit was not always enough;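 note: 0% = enzyme with probe and DMSO and 100% = no enzyme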
CendR NRP1 mod: modulators of CendR peptide binding to NRP-1, primary screen, biochemical, fluorescence polarization, uHTS. Neuropilin-1 (Homo sapiens), O14786. FAM-RPARPAR peptide binding to NRP-1. inhibition, % at 25 µM. actives 0.85% (n = 360,000);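 active = inhibition or corrected inhibition above about 18%, plus a signal ratio from 0.5 to 1.5, limit read from the data, passing the limit was not always enough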; note: strong numbers were not always called active
Target sequence (O14786 whole entry, looked up): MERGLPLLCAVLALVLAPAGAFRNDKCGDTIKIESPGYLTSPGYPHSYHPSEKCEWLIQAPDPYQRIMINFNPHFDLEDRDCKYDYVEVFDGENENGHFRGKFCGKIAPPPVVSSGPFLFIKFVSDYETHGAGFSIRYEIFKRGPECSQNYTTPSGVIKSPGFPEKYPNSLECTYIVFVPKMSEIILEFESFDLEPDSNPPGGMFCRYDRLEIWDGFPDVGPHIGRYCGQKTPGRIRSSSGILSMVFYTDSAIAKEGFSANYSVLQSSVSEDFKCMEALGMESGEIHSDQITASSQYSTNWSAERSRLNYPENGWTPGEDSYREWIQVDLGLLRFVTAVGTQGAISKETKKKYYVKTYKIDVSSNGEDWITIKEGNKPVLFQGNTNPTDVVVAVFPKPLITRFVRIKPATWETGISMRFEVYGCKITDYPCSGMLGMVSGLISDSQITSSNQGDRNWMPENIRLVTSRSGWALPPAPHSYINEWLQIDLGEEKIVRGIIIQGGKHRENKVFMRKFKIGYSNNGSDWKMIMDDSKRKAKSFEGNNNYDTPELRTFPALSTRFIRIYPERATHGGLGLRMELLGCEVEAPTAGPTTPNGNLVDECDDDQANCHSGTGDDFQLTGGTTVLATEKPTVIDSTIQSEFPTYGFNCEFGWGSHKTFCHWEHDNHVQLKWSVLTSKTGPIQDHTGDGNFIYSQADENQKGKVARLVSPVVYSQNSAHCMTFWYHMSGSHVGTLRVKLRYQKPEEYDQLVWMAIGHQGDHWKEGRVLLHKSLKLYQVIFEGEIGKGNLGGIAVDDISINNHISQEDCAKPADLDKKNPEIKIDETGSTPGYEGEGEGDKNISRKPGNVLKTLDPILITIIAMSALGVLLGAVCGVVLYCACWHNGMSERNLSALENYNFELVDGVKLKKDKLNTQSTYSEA
MsrA act: bovine MsrA enzyme activators, primary screen, biochemical, absorbance, HTS. Methionine sulfoxide reductase A (Bos taurus). actives 0.3% (n = 360,000). purified bovine MsrA, absorbance read-out. activation, % at 10.6 µM; in the data active = activation above about 7.5%;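 note: 0% = vehicle and 100% = reference activator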
FAS-TE inh: FAS thioesterase domain inhibitors, primary screen, biochemical, fluorescence intensity, uHTS. actives 0.67% (n = 360,000). Fatty acid synthase (Homo sapiens), P49327. AID 602261, 2012. recombinant FAS-TE, OMFH fluorogenic substrate, fluorescence endpoint. inhibition, % at 15 µM;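 active = compounds whose normalised, plate-corrected inhibition of enzyme fluorescence in the single-dose primary screen is 50% or more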;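 note: 0% = DMSO with enzyme and 100% = substrate without enzyme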
* hit, by the source's call; x = no result given.

SMILES	PABP1 MLLE inh	SKN-1 block	MsrA inhibitor	MT1-MMP act inh	TbMetRS inhib	E coli Lon inh	CendR NRP1 mod	MsrA act	FAS-TE inh
CC(=O)c1ccc(Nc2nc(C(N)C3CCCCC3)cs2)cc1 (stereo not given)	6	-7	2.6	-5	0.6	6	-1	-2	-1
Cc1nc2nc(SCC(=O)NCCCN3CCCC3)nn2c(C)c1Cc1ccccc1Cl	-25	1	-0.5	1	-0.4	0	0	-3	-1
CC(C)c1ccc(NC(=O)COC(=O)C2CCCCC2)cc1	5	21	0.2	0	-0.3	-1	-4	-2	25
CC(C)NC(=O)N[C@H]1C=C[C@H](CC(=O)NCc2ccc(Oc3ccccc3)cc2)O[C@@H]1CO	x	-17	1.2	4	0.0	x	-3	x	x
Cc1cccc(C(=O)N2CCC(N3CCC(C(=O)N4CCOCC4)CC3)CC2)c1	-10	17	0.7	0	-0.4	-13	16	-3	-4
OC(CN1CCOCC1)Cn1cnc2ccccc21 (stereo not given)	1	7	-0.7	-1	0.1	-2	1	-2	-3
CCCC1CCC(c2ccc(OCC)cc2)=CC1=O (stereo not given)	-6	0	2.5	-2	-0.6	1	-9	0	17
O=C(Cc1ccccc1)NC1CCN(C(=O)NCc2ccccc2)CC1	3	1	0.2	5	0.2	0	-14	0	-7
CCc1cc2c(N3CCN(c4nnc(CC)s4)CC3)ncnc2s1	6	-3	x	-6	-0.3	3	10	-5	0
COc1ccc(C(=O)Nc2nnc(Cc3cccs3)s2)cc1OC	-6	-5	-1.0	0	-0.5	9	-3	-10	-4
CC1=Nn2c(nnc2-c2ccccn2)SC1	-6	-8	-0.8	6	-0.6	-2	-2	1	-7
COc1ccccc1C(=O)Oc1ccc(C(C)(C)C)cc1	-3	11	-0.5	-2	-0.8	0	-2	1	23
CN(Cc1cnn(Cc2ccccc2)c1)C(=O)c1cccc(S(=O)(=O)N2CCOCC2)c1	-2	-8	-0.9	-4	-0.4	0	0	-1	-6
CC(=O)N1c2ccc(S(=O)(=O)N3CCCC3C(=O)Nc3cccc(F)c3)cc2CC1C (stereo not given)	20	11	0.0	4	0.0	2	-8	0	0
Cc1csc(NC(=O)C2CCCN2C(=O)Oc2ccccc2)n1 (stereo not given)	11	-15	1.8	-5	-0.9	-3	12	-6	-9
CC(OC(=O)c1cccnc1Cl)C(=O)Nc1ccc2c(c1)OCCO2 (stereo not given)	-13	-3	-0.1	-1	-0.9	-1	-3	-10	3
CS(=O)(=O)N(CC(=O)N1CCCC1)c1cccc(Cl)c1	-6	10	-0.1	-4	-0.4	-11	-4	-11	-13
Cc1nc2c(-c3ccc(F)cc3)cnn2c(N)c1-c1ccc(F)cc1	3	4	0.0	8	-0.8	2	1	-8	26
Cc1ccc(S(=O)(=O)N(CC(O)CN2CCOCC2)c2cc(Cl)ccc2Cl)cc1 (stereo not given)	-3	-4	-1.0	-2	-1.3	-6	7	-4	2
Cc1cccc(N2C(=O)N3[C@H](c4ccc(Br)cc4)[C@@H]4C(=O)N(C(C)(C)C)C(=O)[C@@H]4[C@]3(Cc3ccc(Cl)cc3)C2=O)c1	-5	-17	0.5	2	-0.3	12	6	-3	89*
Cc1cc(C)cc(NC(=O)c2ccccc2CC[N+](=O)[O-])c1	4	-17	-0.7	5	-0.3	7	6	-7	-2
CCn1c(=O)n(CC)c2cc(S(=O)(=O)N3CCC(c4ccccc4)CC3)ccc21	-2	-1	-0.1	11	-0.6	-4	5	-5	34
Fc1ccccc1COc1ccc(Br)cc1CNCC1CCCO1 (stereo not given)	4	4	-0.7	-1	-0.8	8	-1	-7	-7
COc1ccc(Cl)cc1NS(=O)(=O)c1cc(Br)cnc1N	-2	4	0.0	-1	-0.2	-16	-3	-2	-1
O=[N+]([O-])c1cccc(COc2cccc(CN3CCCC3)c2)c1	-13	10	0.2	4	0.0	2	-2	-2	-3
CCCC(=O)C1=C(O)C(C(=O)OC)C(C)(C)CC1=Nc1ccccc1 (stereo not given)	0	29	1.3	-5	-1.8	-3	-1	-10	1
COc1ccccc1N1CCN(/N=C/c2cc(Br)ccc2F)CC1	14	-6	0.3	4	-0.3	-6	3	-6	17
CCCN(CC(=O)Nc1ccccc1C)C(=O)COc1c(C)cccc1C	-2	-14	-0.1	2	-0.2	-3	4	2	-4
O=C(NCc1ccco1)c1ccc(N2CCOCC2)c([N+](=O)[O-])c1	0	17	-1.5	0	0.0	-9	-10	0	1
CC(Sc1nnc2ccccn12)C(=O)Nc1ccc2c(c1)OCCO2 (stereo not given)	-12	-16	-1.2	3	-0.9	4	-8	-2	-2

Ten compounds out of the list, arranged by molar mass, lowest first.
SMILES	PABP1 MLLE inh	SKN-1 block	MsrA inhibitor	MT1-MMP act inh	TbMetRS inhib	E coli Lon inh	CendR NRP1 mod	MsrA act	FAS-TE inh
O=[N+]([O-])c1cccc(COc2cccc(CN3CCCC3)c2)c1	-13	10	0.2	4	0.0	2	-2	-2	-3
CS(=O)(=O)N(CC(=O)N1CCCC1)c1cccc(Cl)c1	-6	10	-0.1	-4	-0.4	-11	-4	-11	-13
O=C(NCc1ccco1)c1ccc(N2CCOCC2)c([N+](=O)[O-])c1	0	17	-1.5	0	0.0	-9	-10	0	1
Cc1nc2c(-c3ccc(F)cc3)cnn2c(N)c1-c1ccc(F)cc1	3	4	0.0	8	-0.8	2	1	-8	26
CCCC(=O)C1=C(O)C(C(=O)OC)C(C)(C)CC1=Nc1ccccc1 (stereo not given)	0	29	1.3	-5	-1.8	-3	-1	-10	1
CC(OC(=O)c1cccnc1Cl)C(=O)Nc1ccc2c(c1)OCCO2 (stereo not given)	-13	-3	-0.1	-1	-0.9	-1	-3	-10	3
COc1ccc(Cl)cc1NS(=O)(=O)c1cc(Br)cnc1N	-2	4	0.0	-1	-0.2	-16	-3	-2	-1
Fc1ccccc1COc1ccc(Br)cc1CNCC1CCCO1 (stereo not given)	4	4	-0.7	-1	-0.8	8	-1	-7	-7
CCn1c(=O)n(CC)c2cc(S(=O)(=O)N3CCC(c4ccccc4)CC3)ccc21	-2	-1	-0.1	11	-0.6	-4	5	-5	34
Cc1cccc(N2C(=O)N3[C@H](c4ccc(Br)cc4)[C@@H]4C(=O)N(C(C)(C)C)C(=O)[C@@H]4[C@]3(Cc3ccc(Cl)cc3)C2=O)c1	-5	-17	0.5	2	-0.3	12	6	-3	89*

(list continues)
SMILES	PABP1 MLLE inh	SKN-1 block	MsrA inhibitor	MT1-MMP act inh	TbMetRS inhib	E coli Lon inh	CendR NRP1 mod	MsrA act	FAS-TE inh
O=C(c1cnc(Cl)c(Cl)c1)N1CCN(S(=O)(=O)c2ccc(F)cc2)CC1	-14	3	0.3	-4	0.0	-5	-7	-2	-4
O=C(CN1C(=O)c2ccccc2C1=O)Nc1ccccc1C(=O)N1CCCC1	6	10	-0.8	1	-0.7	2	-4	-5	-8
CC(=O)c1ccc2c(c1)Nc1ccccc1S2	7	7	0.1	1	-0.4	-3	1	-4	-1
Cc1cc(C)nc(SC/C=C/c2ccccc2)n1	20	18	-0.8	-1	-0.2	0	4	-2	10
Cc1cc(S(=O)(=O)Nc2ccc(C(=O)NCC(c3ccco3)N3CCCCC3)cc2)ccc1F (stereo not given)	7	12	2.2	4	-0.5	7	-3	-5	-2
Cc1ccccc1NS(=O)(=O)c1cc2c(cc1C)NC(=O)CO2	16	2	1.0	1	-0.3	-3	-4	0	-3
COCCNC(=O)CN1CCC(NC(=O)C(C)(C)C)CC1	3	-1	0.0	6	-0.1	-4	1	1	-6
c1ccc(C2CN3CCSC3=N2)cc1 (stereo not given)	8	28	-0.3	1	-0.1	7	5	-2	-6
CCc1cccc(C)c1NC(=O)c1cc(=O)[nH]c2ccc(S(=O)(=O)N3CCOCC3)cc12	-100	-4	17*	1	-0.3	2	6	-1	-4
CCCCNC(=O)C[C@@H]1C[C@@]2(C(=O)OC)CC(C)(C)CC=C2N(CCc2ccc(OC)c(OC)c2)C1=O	x	12	-0.1	5	-0.1	x	1	x	x
CCCCn1c(N)c(N(CCC(C)C)C(=O)c2ccc(C)c(S(=O)(=O)N3CCOCC3)c2)c(=O)[nH]c1=O	2	-6	0.3	-2	-0.7	14	-2	0	-5
COc1cccc(NC(=O)c2ccc(-c3ccccc3[N+](=O)[O-])o2)c1	20	-6	1.6	3	-0.6	-13	-5	-8	20
Cc1c(C(=O)OCC(=O)N(CC(C)C)c2c(N)n(Cc3ccccc3)c(=O)[nH]c2=O)oc2ccccc12	-10	7	1.9	-7	0.1	-16	0	-1	14
CC(C)CCNC(=O)c1c(CSc2ccccc2)noc1C(=O)NCc1ccccc1	11	11	-0.2	-7	-0.3	-7	2	-1	13
CCCNC(=O)N1C2=NC(C(=O)OC)=C(C(=O)OC)[C@@H]3N(Cc4ccccc4)c4ccccc4[C@]23C[C@H]1CO	11	12	-0.7	3	-0.1	-7	8	-2	80*
CCOC(=O)C1=C(c2ccc(OC)cc2)OC(N)=C(C#N)C1c1cccnc1 (stereo not given)	10	0	0.3	0	-0.2	8	13	0	-3
COc1cc(OC)cc(-c2c(C#Cc3ccsc3)c3cc(-c4ccc5c(c4)OCCO5)ccc3n2C)c1	19	-4	1.7	5	-0.2	-17	6	-3	32
CCOC(=O)c1cc(C)nc(SC)c1C#N	-5	-3	0.1	1	0.2	11	6	-2	0
Cc1cc(C)nc(SCCC(=O)Nc2ccccc2)n1	4	-2	-0.7	-6	-1.2	-1	-14	-11	-8
C=CCn1c(=O)n(CCOC)c(=O)c2sc3ccccc3c21	-5	-10	2.6	2	-0.2	0	-9	0	1
O=C(c1noc2c1CCCC2)N1CCc2c([nH]c3ccccc23)C1c1ccccn1 (stereo not given)	17	12	-1.4	-2	0.2	10	8	-3	12
COc1ccccc1NS(=O)(=O)c1ccc(C(=O)NCC(c2ccco2)N(C)C)cc1 (stereo not given)	-7	-2	0.8	1	-0.3	3	7	-2	-3
O=C(c1ccc(OC2CCN(Cc3ccccc3O)CC2)cc1)N1CCCCC1	3	-7	-0.5	0	-0.5	-1	-1	-3	-6
c1cncc(-c2ccc3[nH]ccc3c2)c1	6	10	-0.2	-1	0.0	-12	-12	-4	-8

Reprinted at random: 2 entries already listed.
SMILES	PABP1 MLLE inh	SKN-1 block	MsrA inhibitor	MT1-MMP act inh	TbMetRS inhib	E coli Lon inh	CendR NRP1 mod	MsrA act	FAS-TE inh
C=CCn1c(=O)n(CCOC)c(=O)c2sc3ccccc3c21	-5	-10	2.6	2	-0.2	0	-9	0	1
COc1cc(OC)cc(-c2c(C#Cc3ccsc3)c3cc(-c4ccc5c(c4)OCCO5)ccc3n2C)c1	19	-4	1.7	5	-0.2	-17	6	-3	32
